Screens deposited in PubChem BioAssay by several laboratories.
Lmaj promast: Leishmania major promastigote growth inhibition; Leishmania major promastigotes, resazurin fluorescence viability; inhibition, % at 10 µM; actives 9% (n = 200,000); AID 1063; in the data active = inhibition above about 50%;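 also: promastigotes grown with compound for 44 hours at 28 °C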
PPARg SRC-3 ag: promotes SRC-3 coactivator recruitment by human PPARgamma | actives 0.26% (n = 200,000) | activation, % at 8 µM | P37231 | biochemical PPARgamma/SRC-3 coactivator recruitment assay | AID 731; in the data active = activation above about 23%;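 also: 0% = DMSO and 100% = reference agonist; some compounds past the cut are filed as inactive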
Target sequence (P37231 whole entry, looked up): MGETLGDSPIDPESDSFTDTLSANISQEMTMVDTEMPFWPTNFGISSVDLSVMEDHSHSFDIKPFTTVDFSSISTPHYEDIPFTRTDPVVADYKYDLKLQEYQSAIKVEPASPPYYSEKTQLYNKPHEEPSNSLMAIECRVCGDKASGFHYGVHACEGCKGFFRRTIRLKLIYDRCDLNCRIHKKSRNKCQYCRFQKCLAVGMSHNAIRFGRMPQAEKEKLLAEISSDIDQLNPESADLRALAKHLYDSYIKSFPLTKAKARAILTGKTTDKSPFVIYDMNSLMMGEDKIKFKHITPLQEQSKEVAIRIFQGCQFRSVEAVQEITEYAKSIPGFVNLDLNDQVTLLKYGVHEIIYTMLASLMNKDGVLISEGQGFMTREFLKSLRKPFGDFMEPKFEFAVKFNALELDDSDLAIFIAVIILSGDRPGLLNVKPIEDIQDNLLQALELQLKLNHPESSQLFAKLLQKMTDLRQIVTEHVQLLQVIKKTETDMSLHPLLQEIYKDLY
HMGR II inh: inhibitors of class II HMG-CoA reductase from Enterococcus faecalis. purified E. faecalis HMGR, NADPH absorbance 340 nm kinetic. inhibition, % at 10 µM. actives 0.41% (n = 190,000);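 active = inhibition above a set limit, the median over all tested compounds plus 3 SD, cut at about 9.5% in these data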;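 also: enzyme runs in reverse so mevalonate oxidation gives rising NADPH absorbance; 0% = complete reaction with DMSO and 100% = background rate lacking mevalonate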
RAM inhibit: yeast RAM network inhibition. inhibition, % at 50 µM. actives 1.8% (n = 190,000). S. cerevisiae dse1pr::URA3 reporter, 5-FOA growth OD615, 2 d; analog-sensitive cbk1-as2 kinase mutant strain;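 active = inhibition above a set limit, 3 SD over mean compound inhibition, cut at about 8.4% in these data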;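 also: 0% = DMSO-only wells with no growth and 100% = 10 µM 1-NA-PP1 full growth; inhibition rescues growth on 5-FOA so higher OD means more RAM inhibition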
PPARg SRC-1 ag: PPARgamma-driven SRC-1 recruitment agonism; AID 631; activation, % at 8 µM; actives 0.41% (n = 200,000); PPARgamma-SRC-1 coactivator recruitment biochemical assay; in the data active = activation above about 19%;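 also: 0% = DMSO and 100% = reference agonist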
bIAP inh: blocks bovine intestinal alkaline phosphatase activity. inhibition, % at 20 µM. AID 1019. purified bovine IAP, CDP-star luminescence, 30 min. 190,000 tested, under 10 active;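 active = over 50% inhibition of intestinal alkaline phosphatase at 20 µM in the single-dose screen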
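test system = bovine IAP enzyme | medium = DEA buffer 100 mM, pH 9.8, with MgCl2 1.0 mM, ZnCl2 0.02 mM | detection = luminescence | dosing = single compound dose of 20 µM, 2% DMSO final | incubation = 30 min reaction at room temperature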
TR-FRET SRC-2 ct: TR-FRET artefact, counter-screen to PPARgamma/SRC-2 agonist assay | stronger effect = higher value | actives 0.4% (n = 200,000) | TR-FRET ratio at 8 µM; in the data active = TR-FRET ratio above about 2000; also: inactives centre near 1500
DTT redox prof: compounds producing H2O2 with reducing agent – biochemical, NIH compound library profiling, artefact control for MLSCN library redox annotation, primary screen. DTT-dependent redox cycling H2O2, phenol red/HRP absorbance; 100% = 100 µM peroxide control, 0% = buffer. activation, % at 10 µM. actives 0.03% (n = 200,000);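 active = activation of at least 50% relative to the plate's high and low controls in the primary single-dose screen; inactive = activation below 50%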;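 also: compound incubated with DTT at 0.8 mM final as the reducing agent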
PPARg SRC2 recr: promotes SRC-2 coactivator recruitment by human PPARgamma | P37231 | PPARgamma LBD-SRC-2 recruitment, biochemical | activation, % at 8 µM | actives 0.34% (n = 200,000) | AID 1032; in the data active = activation above about 22%;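 also: 0% = vehicle and 100% = reference agonist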
S1P3 antag: S1P3 (human) receptor antagonism | Q99500 | CHO S1P3 NFAT-BLA reporter, FRET fluorescence, antagonist mode | inhibition, % at 4.98 µM | actives 0.27% (n = 170,000) | AID 485;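 active = inhibition above the plate cutoff, the mean inhibition of test wells on that plate plus 3 SD, cut at about 28% in these data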;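 also: cells challenged with S1P at its EC80 of 0.8 µM; blue over green emission ratio from cleaved BLA substrate after 4 h stimulation; 0% = S1P-stimulated wells and 100% = unstimulated DMSO-only wells; some compounds past the cut are filed as inactive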
ROMK primary: human ROMK K+ channel modulation, primary screen | actives 2% (n = 130,000) | Tet-inducible ROMK, thallium flux fluorescence; actives lie on both sides | AID 1918 | B-score at 10 µM;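 active = signal ratio slope over the read window, or its plate-corrected B-score, at least 3 SD from the plate mean, either direction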;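 also: B-score of the F/F0 ratio slope over 7 to 12 s after thallium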
Target sequence (P48048 whole entry, looked up): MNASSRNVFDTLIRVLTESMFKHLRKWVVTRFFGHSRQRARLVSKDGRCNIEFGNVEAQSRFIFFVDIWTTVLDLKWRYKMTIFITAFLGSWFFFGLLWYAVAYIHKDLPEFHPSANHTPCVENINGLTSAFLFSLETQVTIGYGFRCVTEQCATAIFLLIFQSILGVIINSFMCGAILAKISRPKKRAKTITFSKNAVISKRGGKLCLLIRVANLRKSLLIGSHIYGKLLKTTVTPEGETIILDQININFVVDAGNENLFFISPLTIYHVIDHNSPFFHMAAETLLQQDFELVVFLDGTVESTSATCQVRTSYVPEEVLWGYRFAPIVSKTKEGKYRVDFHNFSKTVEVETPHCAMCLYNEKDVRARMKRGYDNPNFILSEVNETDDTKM
Active calls of the source: *; . = no result given.

SMILES | Lmaj promast | PPARg SRC-3 ag | HMGR II inh | RAM inhibit | PPARg SRC-1 ag | bIAP inh | TR-FRET SRC-2 ct | DTT redox prof | PPARg SRC2 recr | S1P3 antag | ROMK primary
O=S1(=O)N=C(N/N=C/c2ccco2)c2ccccc21 | 1 | 6 | -5 | 0.5 | 8 | -5 | 1761 | -0.9 | 6 | 2 | 1.3
O=C(Cn1cc(C(=O)C2CCCCC2)c2ccccc21)NCC1CCCO1 (stereo not drawn) | -6 | 1 | 3 | 7.6 | -6 | -22 | 1479 | -2.0 | 8 | 11 | -0.11
CCOCCCNCc1cc(Br)ccc1OCc1ccccc1 | 83* | -2 | -3 | 0.7 | 10 | 8 | 1562 | -0.1 | -8 | 17 | -1.9
Cc1ccc(NC(=S)N(Cc2cccs2)Cc2cc3cccc(C)c3[nH]c2=O)cc1 | 92* | -5 | -1 | 4.3 | -7 | 6 | 1396 | 0.0 | 1 | -22 | 0.97
NC(=S)N/N=C/c1ccccc1OCc1cccc(Cl)c1 | 38 | -2 | 3 | 0.3 | 5 | 13 | 1486 | -2.5 | 0 | . | 2
CC1CC(=O)C2=C(C1)Nc1ncnn1C2c1ccccc1 (stereo not drawn) | -5 | 11 | -6 | 2.2 | 6 | 6 | 1681 | 0.2 | 1 | -14 | 0.043
O=C(c1cccc(F)c1)N1CCN(c2ccc([N+](=O)[O-])c3cccnc23)CC1 | 46 | 2 | -3 | -0.5 | -7 | 18 | 1168 | -0.8 | -7 | -12 | -1.4
Cc1cc(C(=O)Nc2c(F)cc(F)cc2Br)c(C)o1 | 1 | -7 | -1 | 0.2 | 5 | 1 | 1439 | -0.5 | 4 | 11 | .
CS(=O)(=O)Nc1ccccc1C(=O)NCc1ccccc1Cl | 0 | -2 | 0 | 2.1 | 8 | -4 | 1675 | -0.8 | 6 | 8 | -0.43
Cc1nc(SCC(=O)c2ccccc2)n[nH]1 | -5 | 5 | -1 | 0.4 | 6 | -36 | 1707 | -12 | 5 | -29 | 0.87
Cc1cccc(/C=C2\CS/C(=C\c3cccc(C)c3)C2=O)c1 | 8 | 0 | -2 | 8.4 | 3 | 15 | 1513 | 0.2 | 0 | . | -0.47
Cc1cccc(NCc2ccc(O)c3ncccc23)c1C | 8 | 0 | -9 | 2.5 | -11 | -9 | 1251 | -1.4 | -4 | -1 | 0.51
O=C(N/N=C\c1cn(-c2ccccc2)nc1-c1ccccc1)c1ccc2c(c1)OCO2 | 32 | 1 | 1 | 2.8 | 10 | 5 | 1370 | -8.0 | 2 | . | .
Cn1c(=O)c2c(nc(N3CCN(c4ccccn4)CC3)n2Cc2ccc(Cl)cc2Cl)n(C)c1=O | 0 | -1 | 3 | 0.3 | -3 | -2 | 1459 | 4.0 | 1 | . | .
Cc1n[nH]c(C)c1CCc1nc2c3ccccc3nc(SCC(N)=O)n2n1 | 7 | 5 | -3 | 0.3 | 0 | -14 | 1450 | -0.2 | 0 | -23 | .
Cc1ccc(C2CC(c3ccccc3OC(F)F)Nc3ncnn32)cc1 (stereo not drawn) | 4 | 7 | 1 | -0.4 | 10 | -1 | 1601 | 1.7 | 7 | -20 | .
CCC(Oc1ccccc1)C(=O)N(Cc1ccccc1)c1ccccn1 (stereo not drawn) | 11 | -4 | 3 | 1.2 | 0 | -2 | 1718 | 0.2 | -12 | 7 | -0.79
Cc1nc(CC(=O)O)c(-c2ccccc2)s1 | -8 | 0 | 1 | 1.9 | 2 | 2 | 1657 | -0.2 | 12 | -3 | -0.23
CC(=O)N1CCc2cc(NC(=O)c3ccc(C)cc3)ccc21 | 1 | -6 | -13 | 3.9 | -6 | 8 | 1405 | 0.2 | -5 | -13 | 0.2
Cc1cc(C(=O)N/N=C/c2cccs2)no1 | -3 | 0 | -1 | 1.2 | -4 | 2 | 1431 | -0.1 | -6 | -14 | 1

Seven neighbouring entries out of the list so far, for reference:
SMILES | Lmaj promast | PPARg SRC-3 ag | HMGR II inh | RAM inhibit | PPARg SRC-1 ag | bIAP inh | TR-FRET SRC-2 ct | DTT redox prof | PPARg SRC2 recr | S1P3 antag | ROMK primary
Cn1c(=O)c2c(nc(N3CCN(c4ccccn4)CC3)n2Cc2ccc(Cl)cc2Cl)n(C)c1=O | 0 | -1 | 3 | 0.3 | -3 | -2 | 1459 | 4.0 | 1 | . | .
Cc1n[nH]c(C)c1CCc1nc2c3ccccc3nc(SCC(N)=O)n2n1 | 7 | 5 | -3 | 0.3 | 0 | -14 | 1450 | -0.2 | 0 | -23 | .
Cc1ccc(C2CC(c3ccccc3OC(F)F)Nc3ncnn32)cc1 (stereo not drawn) | 4 | 7 | 1 | -0.4 | 10 | -1 | 1601 | 1.7 | 7 | -20 | .
CCC(Oc1ccccc1)C(=O)N(Cc1ccccc1)c1ccccn1 (stereo not drawn) | 11 | -4 | 3 | 1.2 | 0 | -2 | 1718 | 0.2 | -12 | 7 | -0.79
Cc1nc(CC(=O)O)c(-c2ccccc2)s1 | -8 | 0 | 1 | 1.9 | 2 | 2 | 1657 | -0.2 | 12 | -3 | -0.23
CC(=O)N1CCc2cc(NC(=O)c3ccc(C)cc3)ccc21 | 1 | -6 | -13 | 3.9 | -6 | 8 | 1405 | 0.2 | -5 | -13 | 0.2
Cc1cc(C(=O)N/N=C/c2cccs2)no1 | -3 | 0 | -1 | 1.2 | -4 | 2 | 1431 | -0.1 | -6 | -14 | 1

Going on with the list.
SMILES | Lmaj promast | PPARg SRC-3 ag | HMGR II inh | RAM inhibit | PPARg SRC-1 ag | bIAP inh | TR-FRET SRC-2 ct | DTT redox prof | PPARg SRC2 recr | S1P3 antag | ROMK primary
CCC(Oc1ccccc1)C(=O)NCCOC (stereo not drawn) | 50 | 1 | -2 | -0.3 | -2 | 8 | 1371 | 0.1 | -6 | -11 | 1.2
CCOC(=O)C1=C(C)Nc2nc3ccccc3n2C1c1ccccc1 (stereo not drawn) | -3 | 6 | -4 | 2.0 | 8 | -3 | 1682 | 0.1 | -3 | . | -0.096
CC(=O)Nc1ccc(-c2ccc(NC(C)=O)cc2)cc1 | 1 | 0 | -5 | -1.2 | -2 | -3 | 1456 | -0.8 | -2 | -24 | .
Cc1ncc([N+](=O)[O-])n1CC(=O)NC1CCCCCC1 | -7 | 3 | 1 | 0.0 | 6 | 0 | 1429 | -0.5 | 1 | -12 | -0.15
CC(C)C(=O)NC(c1ccc([N+](=O)[O-])cc1)c1c(O)ccc2ccccc12 (stereo not drawn) | 97* | -3 | -3 | 3.2 | 5 | -7 | 1488 | 1.1 | -3 | . | .
O=C(/C=C/c1ccc[nH]1)c1ccccc1 | -2 | 8 | -9 | -0.5 | 4 | 1 | 1794 | -0.6 | 7 | -16 | -0.29
COc1ccccc1CNC(=O)CSc1nc(-c2ccccc2)cn1N | 9 | -7 | -4 | -0.6 | 4 | -13 | 1646 | 0.7 | 7 | 1 | -2.1
COc1ccccc1-c1noc(-c2cc(OC)c(OC)c(OC)c2)n1 | -3 | 9 | -7 | 6.0 | -4 | -17 | 1499 | -0.6 | -7 | 37 | .
O=C(c1nnsc1S(=O)(=O)c1ccc(Cl)cc1)N1CCOCC1 | 100* | 0 | -1 | 0.5 | 9 | -14 | 1562 | -1.6 | 3 | 4 | -0.12
Cc1ccccc1CSCC(=O)Nc1ccccc1-c1ccccc1 | 9 | -5 | -5 | 0.5 | 1 | 26 | 1722 | -0.4 | 8 | 1 | -0.82
CCn1c(-c2cc(Br)cc(OC)c2O)nc2cc(S(=O)(=O)N(C)C)ccc21 | 17 | -16 | -5 | 7.5 | 1 | -14 | 1595 | -0.5 | 1 | . | 0.45
COc1cccc(Cn2c(=O)ccc3ccccc32)c1 | -2 | 1 | 1 | -0.5 | 4 | 22 | 1553 | -1.7 | 0 | -10 | -0.25
CN1CCN(CC(=O)Nc2nc(-c3c[nH]c4ccccc34)cs2)CC1 | 7 | 3 | -1 | 1.6 | 2 | -14 | 1476 | 0.9 | 4 | -16 | -0.24
Cc1ccc(N=Nc2c(N)nn3c(N)c(C#N)c(C)nc23)cc1 | 6 | 4 | -4 | 7.8 | -10 | -4 | 1381 | -0.2 | 0 | -19 | -1.4
CC(=O)c1cccc(NC(=O)NCc2ccco2)c1 | -6 | -4 | -3 | 0.7 | 2 | 10 | 1598 | -0.3 | 14 | 15 | 0.34
CC1=C(C#N)C(=O)NC(=O)/C1=C\c1ccc(-c2ccc(C)cc2[N+](=O)[O-])o1 | 4 | 7 | 0 | -0.4 | 11 | -6 | 1748 | -0.7 | 15 | -5 | -0.24
CCOCCCNC(=O)c1ccc2c(=O)n(Cc3ccc4c(c3)OCO4)c(=S)[nH]c2c1 | 1 | 6 | -6 | 6.8 | 12 | -15 | 1695 | -1.0 | 12 | -28 | -0.099
Cc1nn(-c2ccccc2)c(C)c1NC(=O)c1cccs1 | 3 | -4 | -7 | 1.4 | -6 | 1 | 1408 | 0.0 | -1 | 16 | -0.32
S=C(Nc1ccc(Oc2ccccc2)cc1)NC1CCCCC1 | 16 | -3 | -5 | -0.3 | -2 | 6 | 1489 | 3.4 | -3 | . | .
CC1=C(C(=O)N2CCOCC2)C(c2ccc(Cl)cc2)NC(=S)N1 (stereo not drawn) | -6 | -1 | 1 | 1.0 | -4 | -1 | 1384 | 0.2 | -4 | -4 | .
COCCCn1c(C)nnc1SCC(=O)NCc1ccco1 | -6 | 9 | 4 | 0.4 | -1 | 29 | 1281 | 0.5 | -7 | . | 1.5
Cc1ccc(NC(=O)NC2CCCCC2)cc1S(=O)(=O)N1CCOCC1 | 27 | 5 | -16 | 0.8 | 7 | -20 | 1361 | 0.5 | -3 | -15 | -0.9
COc1ccc(-n2nnc3c(=O)n(CC(=O)Nc4cc(C)on4)cnc32)cc1OC | -5 | 3 | 5 | 2.2 | 2 | -4 | 1572 | -1.0 | 2 | -15 | 0.14
Cc1cc(C(=O)C(=O)O)c(C)n1-c1ccc(Cl)cc1 | 0 | -1 | 2 | 3.4 | 4 | 3 | 1590 | -0.2 | -2 | -10 | 0.01
Cc1ccccc1C(=O)c1c[nH]c(C(=O)NCc2ccco2)c1 | 9 | 10 | -1 | 3.3 | 7 | 21 | 1692 | 1.9 | -1 | . | .
O=C(Nc1ccc(Oc2ccc(NC(=O)c3ccco3)c(NC(=O)c3ccco3)c2)cc1)c1ccco1 | 98* | 4 | -2 | 2.2 | 2 | 1 | 1421 | -0.5 | 4 | 27 | .
COc1ccc(/C=C/C(=O)OCC(=O)N2CC(=O)Nc3ccccc32)cc1S(=O)(=O)N1CCOCC1 | -2 | -1 | -5 | 1.0 | 2 | -15 | 1434 | -1.5 | -4 | -10 | -0.041
CC(C)c1nc2ccccc2n1CCC(=O)O | -5 | -1 | -4 | 1.1 | 2 | 7 | 1717 | 0.1 | 9 | . | 0.4
Cc1ccc(NC(=O)C2CCN(S(=O)(=O)c3cnc[nH]3)CC2)nc1 | -9 | 2 | -4 | 2.3 | 4 | 8 | 1566 | -2.9 | 4 | -23 | .
CCC(Cc1ccccc1)NCc1c(C(=O)O)c(C)n(Cc2ccccc2)c1C (stereo not drawn) | 5 | 3 | 1 | 1.4 | -2 | 24 | 1598 | -1.0 | -3 | -22 | -0.78
